Large T inhibition: SV40 large T antigen inhibitors, biochemical (AID 1903); SV40 large T antigen ATPase/helicase inhibition assay; higher % means a stronger effect; inhibition, % at 20 µM, or IC50 in µM where a hit was titrated; 0.39% of 310,000 active; in the data active = a potency from the dose series; also: strong numbers were not always called active
Insulin prom up: MIN6 insulin promoter up-regulation; MIN6 insulin promoter-GFP reporter, high-content imaging; active compounds read high; z-score at 5 µM; 0.3% of 190,000 active;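 active = z-score above 3 at 5 µM with at least 500 cells counted in the well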
RSV antiviral HEp-2: inhibition of RSV-induced cytopathic effect – HEp-2 cells, primary 10 µM value included (AID 2391); HEp-2 cells, RSV-induced CPE inhibition; higher % means a stronger effect; CPE inhibition, % at 10 µM; hits with a dose series show IC50 in µM; 0.13% of 310,000 active; in the data active = a potency from the dose series; also: strong numbers were not always called active
TNAP activators: human TNAP enzyme activators, primary screen, biochemical, luminescent, no phosphate acceptor, uHTS (AID 1001) | purified TNAP, luminescent activation assay, no phosphate acceptor; higher activation fold means a stronger effect | activation fold at 20 µM, or EC50 in µM where a hit was titrated | 0.03% of 200,000 active; in the data active = activation fold from about 3, or a potency from the dose series; inactive = the rest, 99 in 100 with activation fold below about 1.6; also: many of its hits are not listed in these tables
human PMI inhibitors: human PMI inhibitors, high substrate, primary screen, biochemical, fluorescence intensity, high mannose 6-phosphate (AID 1220) | recombinant PMI enzyme, coupled fluorescence intensity; higher % means a stronger effect | one-dose inhibition, % at 20 µM; IC50 in µM for titrated hits | 0.66% of 190,000 active
CSM14.1 death rescue: rescue of cells from ER stress-induced death, primary screen, 384-well, CSM14.1, thapsigargin, ATP luminescence (AID 1222); CSM14.1 thapsigargin-induced death rescue, ATP luminescence; higher % means a stronger effect; cellular ATP content (survival), % at 20 µM; hits with a dose series show EC50 in µM; 190,000 tested, under 10 active;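 active = EC50 below 50 µM in the dose-response confirmation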;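 also: death triggered by thapsigargin at about 15 µM added after 2 h compound pretreatment; cell ATP read after overnight thapsigargin exposure of roughly 18 to 22 hours; normalized against plate controls of thapsigargin alone and 5% DMSO vehicle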
PhoP inhibition: PhoP-dependent GFP reporter repression – Salmonella Typhimurium, primary screen (AID 1863); S. Typhimurium PhoP-regulated promoter GFP reporter, 4 h; higher % means a stronger effect; inhibition, % at 50 µM, or IC50 in µM where a hit was titrated; 0.16% of 300,000 active;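 active = inhibition over 29.93%, a cutoff 3 SD above the screen mean, later confirmed by dose response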;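 also: 0% = low Mg2+ inducing control and 100% = high Mg2+ repressing control; strong numbers were not always called active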
human PMI inhibition: MPI enzyme activity inhibition – biochemical, fluorescence intensity, coupled assay, primary screen (AID 1209); purified PMI enzyme, coupled fluorescence intensity; higher % means a stronger effect; inhibition, % at 20 µM, or IC50 in µM where a hit was titrated; 0.42% of 190,000 active;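 also: plate controls were DMSO vehicle for no effect and wells lacking substrate for full effect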
West Nile antiviral: West Nile virus antiviral activity, cell-based, CPE readout (AID 1621); West Nile virus-infected cells, CPE inhibition; higher % means a stronger effect; one-dose CPE inhibition, % at 10 µM; IC50 in µM for titrated hits; 0.02% of 290,000 active; in the data active = a potency from the dose series; also: strong numbers were not always called active
Insulin prom up cell count: second read-out of Insulin prom up, no call of its own (marks repeat the call); cell count; measured here: cytotoxicity, nuclei count;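 total cells summed across four imaged fields per well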
* marks the source's active call; other numbers are inactive results; & = joins results of further samples. Rule as the data show it, unless noted: active = inhibition above about 50%; inactive = the rest. Compounds were not picked by outcome. About 1.5% of those tested had a hit in this group.

Results for CC(C)CN(CCNC(=O)c1cn(C)c2ccc(S(=O)(=O)N3CCCC3)cc2c1=O)CC(C)C ?
Large T inhibition: 11%; RSV antiviral HEp-2: 0.1%; PhoP inhibition: -9%; West Nile antiviral: -0.5%

What do the screens show for `COc1cc(-c2nnn(CC(=O)NCc3ccccc3)n2)cc(OC)c1OC`?
Large T inhibition: 13%; RSV antiviral HEp-2: 2.7%; TNAP activators: 1.1; human PMI inhibitors: -3%; CSM14.1 death rescue: -1.2%; PhoP inhibition: -7%; human PMI inhibition: -4%; West Nile antiviral: -0.9%

How did Cn1ncc2c(Sc3ccc(Cl)cc3)ncnc21 do in these assays?
Large T inhibition: 4%; Insulin prom up: -0.03; RSV antiviral HEp-2: -0.4%; PhoP inhibition: 0%; West Nile antiviral: 1.3%; Insulin prom up cell count: 1432

What do the screens show for `Cc1cccc(NC(=O)c2c(C)nc3ccccn23)c1`?
Large T inhibition: 2%; RSV antiviral HEp-2: 1.2%; TNAP activators: 1; human PMI inhibitors: 14%; CSM14.1 death rescue: -2.3%; PhoP inhibition: 1%; human PMI inhibition: 9%; West Nile antiviral: -0.6%

How did COc1ccccc1CNS(=O)(=O)c1c(C)nc2scc(C)n2c1=O do in these assays?
Large T inhibition: 8%; RSV antiviral HEp-2: 2.0%; PhoP inhibition: -3%; West Nile antiviral: -0.2%

Results for Cc1ccccc1C(=O)N1CCC(C(=O)Nc2ccc(S(=O)(=O)N(C)C(C)C)cc2)CC1 ?
Large T inhibition: 13%; Insulin prom up: 0.42; RSV antiviral HEp-2: 3.9%; TNAP activators: 1.1; human PMI inhibitors: -6%; CSM14.1 death rescue: -0.4%; PhoP inhibition: -6%; human PMI inhibition: -1%; West Nile antiviral: -0.5%; Insulin prom up cell count: 898

What do the screens show for `O=C(O)c1cccc(Nc2ccc([N+](=O)[O-])cn2)c1`?
Large T inhibition: 7%; RSV antiviral HEp-2: 0.2%; PhoP inhibition: 3%; West Nile antiviral: -0.1%

What do the screens show for `COCc1c(C(C)C)nc(C(C)C)c(/C=C/[C@@H](O)C[C@@H](O)CC(=O)O)c1-c1ccc(F)cc1`?
Large T inhibition: 5%; RSV antiviral HEp-2: -1.0%; PhoP inhibition: -1%; West Nile antiviral: -1.6%

Results for NS(=O)(=O)c1ccc(CCNC(=O)c2cc(-c3cccs3)nc3ccccc23)cc1 ?
Large T inhibition: 12%; Insulin prom up: 0.22; TNAP activators: 1.1; human PMI inhibitors: 12%; CSM14.1 death rescue: 0.5%; PhoP inhibition: -7%; human PMI inhibition: -1%; West Nile antiviral: 0.8%; Insulin prom up cell count: 1639

What do the screens show for `O=C(Nc1ccccc1C(F)(F)F)N1CCCCCC1`?
Large T inhibition: 2%; Insulin prom up: 0.64; RSV antiviral HEp-2: -0.3%; TNAP activators: 1; human PMI inhibitors: -7%; CSM14.1 death rescue: -1.9%; PhoP inhibition: 3%; human PMI inhibition: -2%; West Nile antiviral: 0.0%; Insulin prom up cell count: 1323

What do the screens show for `O=c1c2ccccc2nc(-c2ccco2)n1-c1nc2ccccc2s1`?
Large T inhibition: 8%; Insulin prom up: -0.05; RSV antiviral HEp-2: 2.2%; TNAP activators: 1.1; human PMI inhibitors: -1%; CSM14.1 death rescue: 1.0%; PhoP inhibition: -12%; human PMI inhibition: 2%; West Nile antiviral: 0.6%; Insulin prom up cell count: 1634

Results for CCCCNC(=S)N=Nc1c(O)n(Cc2ccccc2)c2ccccc12 ?
Large T inhibition: 2%; Insulin prom up: -1.1; RSV antiviral HEp-2: 1.9%; TNAP activators: 0.9; human PMI inhibitors: 12%; CSM14.1 death rescue: 2.0%; PhoP inhibition: 8%; human PMI inhibition: 9%; West Nile antiviral: -1.1%; Insulin prom up cell count: 1427

Results for CC(C)(C)c1ccc(/C=N/OCC(=O)NCc2ccc(F)cc2)cc1 ?
Large T inhibition: 1%; Insulin prom up: -0.56; RSV antiviral HEp-2: 0.0%; TNAP activators: 1; human PMI inhibitors: 6%; CSM14.1 death rescue: -1.7%; PhoP inhibition: 7%; human PMI inhibition: 8%; West Nile antiviral: -1.5%; Insulin prom up cell count: 1162

How did CSc1nnc(-c2cccs2)n1-c1ccccc1 do in these assays?
Large T inhibition: 3%; Insulin prom up: -0.05; RSV antiviral HEp-2: 0.1%; TNAP activators: 1.1; human PMI inhibitors: 3%; CSM14.1 death rescue: -0.9%; PhoP inhibition: -7%; human PMI inhibition: 7%; West Nile antiviral: 0.1%; Insulin prom up cell count: 1370

Results for O=C1C2C3C=CC(C3)C2C(=O)N1/N=C/c1cn(Cc2ccc(F)cc2)c2ccccc12 (centres undefined) ?
Large T inhibition: 8%; Insulin prom up: -0.54; RSV antiviral HEp-2: -0.1%; TNAP activators: 1; human PMI inhibitors: 13%; CSM14.1 death rescue: -0.6%; PhoP inhibition: -4%; human PMI inhibition: 12%; West Nile antiviral: -0.3%; Insulin prom up cell count: 1466

How did C/C(CS(=O)(=O)c1ccc(Cl)cc1)=N/NC(N)=S do in these assays?
Large T inhibition: 2%; Insulin prom up: -0.05; RSV antiviral HEp-2: -0.5%; TNAP activators: 1; human PMI inhibitors: -2%; CSM14.1 death rescue: -1.5%; PhoP inhibition: -5%; human PMI inhibition: 6%; West Nile antiviral: 0.7%; Insulin prom up cell count: 1225

What do the screens show for `Cc1sc(NC(=O)C2C3C=CC(C3)C2C(=O)O)c(C(N)=O)c1-c1ccc(C(C)C)cc1` (centres undefined)?
Large T inhibition: 14%; Insulin prom up: 0.05; RSV antiviral HEp-2: 3.9%; TNAP activators: 1.1; human PMI inhibitors: -3%; CSM14.1 death rescue: 0.7%; PhoP inhibition: -6%; human PMI inhibition: -5%; West Nile antiviral: -0.8%; Insulin prom up cell count: 1384

How did CC1CCCCN1C(=O)/C=C/c1ccccc1[N+](=O)[O-] (centres undefined) do in these assays?
Large T inhibition: -1%; RSV antiviral HEp-2: 1.1%; TNAP activators: 1; human PMI inhibitors: 20%; CSM14.1 death rescue: -0.3%; PhoP inhibition: 1%; human PMI inhibition: 12%; West Nile antiviral: -0.6%

How did COc1ccc(Cl)cc1NC(=O)NN1CCN(C)CC1 do in these assays?
Large T inhibition: 8%; RSV antiviral HEp-2: -0.2%; PhoP inhibition: -1%; West Nile antiviral: -0.4%

How did Cc1cc(C)cc(NCCC#N)c1 do in these assays?
Large T inhibition: 11%&9%; Insulin prom up: 0.09&-0.17; RSV antiviral HEp-2: 3.7%; TNAP activators: 1; human PMI inhibitors: -1%; CSM14.1 death rescue: -0.7%; PhoP inhibition: -6%&-10%; human PMI inhibition: 5%; West Nile antiviral: 0.5%&-0.2%; Insulin prom up cell count: 1134&1531

Results for Cc1ccc(N2CC(C(=O)Nc3ccc4c(c3)OCCO4)CC2=O)cc1C (centres undefined) ?
Large T inhibition: 7%; RSV antiviral HEp-2: 1.7%; PhoP inhibition: -7%; West Nile antiviral: -0.4%

What do the screens show for `CCOc1ccccc1NC(=O)C(Sc1nnc2ccccn12)c1ccccc1` (centres undefined)?
Large T inhibition: 0%; Insulin prom up: -0.73; RSV antiviral HEp-2: 2.3%; TNAP activators: 1.1; human PMI inhibitors: -7%; CSM14.1 death rescue: 6.9%; PhoP inhibition: 4%; human PMI inhibition: 4%; West Nile antiviral: -1.2%; Insulin prom up cell count: 1526

What do the screens show for `CC(=O)c1ccc(N2CCN(C(=S)Nc3cccc(F)c3)CC2)cc1`?
Large T inhibition: 3%; Insulin prom up: -0.37; TNAP activators: 1.1; human PMI inhibitors: -2%; CSM14.1 death rescue: -2.6%; PhoP inhibition: 6%; human PMI inhibition: 2%; West Nile antiviral: -0.3%; Insulin prom up cell count: 1003

What do the screens show for `Brc1cccc(-c2cnc3n2CCCCC3)c1`?
Large T inhibition: 11%; Insulin prom up: 0.04; RSV antiviral HEp-2: 7.1%; TNAP activators: 1; human PMI inhibitors: -22%; CSM14.1 death rescue: -0.3%; PhoP inhibition: 11%; human PMI inhibition: -11%; West Nile antiviral: -0.8%; Insulin prom up cell count: 868

Results for Nc1ccc(C(=O)CC(=O)Nc2ccc(Cl)cc2)cc1 ?
Large T inhibition: 5%; RSV antiviral HEp-2: 0.8%; PhoP inhibition: 15%; West Nile antiviral: -0.7%

Results for COc1ccc(C2C(C(C)=O)=C(C)Nc3ncnn32)cc1[N+](=O)[O-] (centres undefined) ?
Large T inhibition: -1%; RSV antiviral HEp-2: 0.7%; PhoP inhibition: -3%; West Nile antiviral: 0.1%

Results for C/C(=N\NC(=O)CCC(=O)Nc1ccc(C)c(C)c1)C1CC1 ?
Large T inhibition: 5%; RSV antiviral HEp-2: 0.2%; PhoP inhibition: 4%; West Nile antiviral: -0.3%

Results for Cc1ccc(NS(=O)(=O)c2cc(OCC(N)=O)c(C)cc2Cl)cc1C ?
Large T inhibition: 9%; RSV antiviral HEp-2: 16%; TNAP activators: 1; human PMI inhibitors: -8%; CSM14.1 death rescue: -2.5%; PhoP inhibition: 6%; human PMI inhibition: -9%; West Nile antiviral: 0.1%

How did Cn1ncc2c(Nc3cccc4ccccc34)ncnc21 do in these assays?
Large T inhibition: 1%; Insulin prom up: 0.24; RSV antiviral HEp-2: 2.7%; TNAP activators: 1.2; human PMI inhibitors: 1%; CSM14.1 death rescue: 0.8%; PhoP inhibition: -9%; human PMI inhibition: -3%; West Nile antiviral: 2.7%; Insulin prom up cell count: 945

How did Cc1ccc(NC(=S)N(Cc2ccco2)C2CCN(C(C)C)CC2)cc1 do in these assays?
Large T inhibition: 12%; Insulin prom up: 0.55; RSV antiviral HEp-2: 5.5%; TNAP activators: 1.2; human PMI inhibitors: -8%; CSM14.1 death rescue: -0.1%; PhoP inhibition: 6%; human PMI inhibition: 2%; West Nile antiviral: -0.7%; Insulin prom up cell count: 1391

How did COc1ccc(OC)c(NC(=O)C23CCC(C)(C(=O)O2)C3(C)C)c1 (centres undefined) do in these assays?
Large T inhibition: 20%; Insulin prom up: 0.74; RSV antiviral HEp-2: 1.5%; TNAP activators: 1.1; human PMI inhibitors: 6%; CSM14.1 death rescue: 0.0%; PhoP inhibition: -8%; human PMI inhibition: 9%; West Nile antiviral: 1.3%; Insulin prom up cell count: 1283

How did O=C(c1ccc(F)cc1)N(Cc1ccco1)C1CCS(=O)(=O)C1 (centres undefined) do in these assays?
Large T inhibition: 3%; RSV antiviral HEp-2: 1.1%; PhoP inhibition: 2%; West Nile antiviral: 1.2%

What do the screens show for `Cc1ccc(C(C(=O)NC2CCCC2)N(Cc2ccccc2)C(=O)c2csnn2)o1` (centres undefined)?
Large T inhibition: 4%; RSV antiviral HEp-2: 0.3%; PhoP inhibition: 2%; West Nile antiviral: -0.4%

Fetched one by one from the list above:
What do the screens show for `CC(=O)c1ccc(N2CCN(C(=S)Nc3cccc(F)c3)CC2)cc1`?
Large T inhibition: 3%; Insulin prom up: -0.37; TNAP activators: 1.1; human PMI inhibitors: -2%; CSM14.1 death rescue: -2.6%; PhoP inhibition: 6%; human PMI inhibition: 2%; West Nile antiviral: -0.3%; Insulin prom up cell count: 1003

How did O=C(c1ccc(F)cc1)N(Cc1ccco1)C1CCS(=O)(=O)C1 (centres undefined) do in these assays?
Large T inhibition: 3%; RSV antiviral HEp-2: 1.1%; PhoP inhibition: 2%; West Nile antiviral: 1.2%

Bioassay records from PubChem BioAssay.
